# Sm TGR block: S. mansoni TGR enzyme inhibition; purified TGR, DTNB reduction, TNB absorbance 405 nm; Potency, µM (titrated, usually from 114 µM), inactives show top-dose activity change, negative = inhibition, usual class: inhibitors; Q962Y6; 360,000 tested, 3% active; further: nearly all actives have a fitted effect of over 60% in size
#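 Kinetic colorimetric format: TGR-catalysed, NADPH-driven DTNB reduction monitored via TNB absorbance. Enzyme dispensed at 20 nM; compound exposure 15 min at room temperature before reaction start.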
# TbPYK inhibitor: T. brucei pyruvate kinase inhibition. TbPYK enzyme, Kinase-Glo Plus ATP luminescence, 45 min. 410,000 tested, 0.12% active. Potency, µM (top dose mostly 76.8 µM), without a hit: at the top dose activity, negative = inhibition, usual class: inhibitors. Q57TT1; further: nearly all actives have a fitted effect of over 50% in size
#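 Assay buffer: 50 mM TEA pH 7.2, 100 mM KCl, 10 mM MgCl2, 0.05% BSA, 0.01% Tween-20. Pyruvate kinase from T. brucei plus substrate met compound, then ADP (130 uM final). Luminescence was read post 45 min RT.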
# Active calls of the source: *; ? = inconclusive; [ ] = another dose, or the depositor's remark. The call rests on the fitted dose curve; in most records, active means well fitted curve in the direction sought with a large enough effect; inconclusive means small, poorly fitted or top-dose-only effect, or another doubt; inactive means no such curve, though single readings can be large; an effect the other way counts as inactive or inconclusive. On the % scale 0 is the no-effect control and ±100 the full control effect; potency means the concentration at half of the fitted maximal effect.
# Under each structure – TbPYK inhibitor, Sm TGR block
> COc1cc(NC(=O)C2CCCN(S(=O)(=O)c3ccc4c(c3)CCCC(=O)N4)C2)cc(OC)c1 (stereo unspecified)
    -6%, -1%
> COc1ccc(CNC(=O)Cc2coc3ccc(C)cc23)cc1
    0%, -1%
> CCOc1ccc(CCNC(=O)c2ccc3c(c2)c(C)c(C)n3C)cc1
    -3%[15.4 µM], -9%
> COc1cccc(CNC(=O)c2sc3nc4n(c(=O)c3c2C)CCC4)c1
    0%, 5%
> CCc1cccc(NS(=O)(=O)c2ccc3c(c2)CC(C)N3C(=O)C2CC2)c1 (stereo unspecified)
    -14%, 8%
> CCN1CCN(C(c2ccc(C)cc2)c2c(O)cc(C)n(Cc3ccco3)c2=O)CC1 (stereo unspecified)
    21%, 4.5µM*
> CCOC(=O)c1ccc(CN(Cc2ccccc2C)S(=O)(=O)c2ccc(F)c(C)c2)cc1
    -1%, 12%
> COc1ccc(CNC(=O)c2oc3c(c2C)-c2nn(Cc4ccccc4Cl)cc2CC3)cc1
    2%, -8%
> CCc1cccc(NCc2ccccc2-c2nnc(-c3ccccc3Cl)o2)c1
    0%, 5%
> N#Cc1c(C(F)(F)F)cc(-c2cccs2)nc1SCC(=O)Nc1ccccc1F
    -10%, -13%
> Cc1ccccc1C(=O)Nc1cccc(C(=O)OCc2cc(=O)n3ccsc3n2)c1
    3%, -5%
> Cc1ccc(Cl)cc1N1CCN(S(=O)(=O)c2cc3[nH]c(=O)c(=O)[nH]c3cc2C)CC1
    1%, -8%
> Cc1ccccc1Cn1cc(NC(=O)c2cc(-c3ccc(Cl)cc3)on2)cn1
    0%, 5%
> O=C(Nc1nc2n(n1)C(c1ccc(F)cc1)C=C(c1ccc(Cl)cc1)N2)c1ccc([N+](=O)[O-])cc1 (stereo unspecified)
    -4%, 1%
> O=C(Nc1cccc(C(F)(F)F)c1)c1cnn(-c2cccc(F)c2)c1C1CCNCC1
    -3%, 9%
> COc1ccc(S(=O)(=O)NCC(c2ccco2)N2CCN(c3ccccc3F)CC2)cc1OC (stereo unspecified)
    -6%, -4%
> CCc1ccc(C(=O)CC2(O)C(=O)N(Cc3ccc(C)cc3)c3ccccc32)cc1 (stereo unspecified)
    -7%, -2%
> N#Cc1ccc(NC(=O)COCc2cc(-c3ccc4c(c3)OCO4)on2)cc1
    -9%, -2%
> Cc1cc(C)cc(NC(=O)CSc2nc3c(cnn3-c3ccc(F)cc3)c(=O)[nH]2)c1
    1%, -11%
> COc1ccc(NC(=O)C(c2ccc(C)cc2)N(C)C(=O)/C=C\c2ccc3c(c2)OCO3)cc1 (stereo unspecified)
    -1%, 7%

# Complete entries, looked up by structure:
# CCc1ccc(C(=O)CC2(O)C(=O)N(Cc3ccc(C)cc3)c3ccccc32)cc1 (stereo unspecified) is listed with TbPYK inhibitor: -7%; Sm TGR block: -2%
# Cc1ccccc1C(=O)Nc1cccc(C(=O)OCc2cc(=O)n3ccsc3n2)c1 is listed with TbPYK inhibitor: 3%; Sm TGR block: -5%

# Continued.
# Under each structure – TbPYK inhibitor, Sm TGR block
> Cc1cccc(NC(=O)c2oc3ccc(S(=O)(=O)N4CCCCC4)cc3c2C)c1C
    6%, -6%
> Cc1ccc(C)c(Cn2c(=O)n(CCC(=O)NCc3ccc4c(c3)OCO4)c(=O)c3sccc32)c1
    -8%, 7%
> COc1ccc(C)cc1NC(=O)N1CCN(c2cc(-c3noc(C)n3)ccc2C)CC1
    -6%, 2%
> COc1cc(C2C(C(=O)Nc3ccccc3C)=C(C)Nc3ncnn32)ccc1OCC(N)=O (stereo unspecified)
    4%, -1%
> O=C(O)c1ccc(Nc2nc(-c3ccccc3)c3cc(Br)ccc3n2)cc1
    5%, 1%
> COc1ccc(NC(=O)c2oc3ccccc3c2NC(=O)COc2ccc(F)cc2)c(OC)c1
    2%, -10%
> CCOc1ccc(CNC(=O)C2Cc3cc(S(=O)(=O)N4CCCCCC4)ccc3N2C(C)=O)cc1 (stereo unspecified)
    2%, -2%
> O=S(=O)(c1ccc2[nH]c3c(c2c1)CCCC3)N1CCN(c2cccc(C(F)(F)F)c2)CC1
    -1%, 3%
> CC(C)Cc1nn2c(=O)cc(COC(=O)c3ccccc3NC(=O)c3cccs3)nc2s1
    -6%, -8%
> CCOc1ccccc1NC(=O)C1CCN(S(=O)(=O)c2c(C)noc2/C=C/c2ccc(C)cc2)CC1
    -1%, 6%
> CCCc1nn2c(=O)cc(COC(=O)c3ccc(NC(=O)c4cccs4)cc3)nc2s1
    -9%, 2%
> O=C(Nc1ccc(Cl)cc1F)c1oc(=O)c2ccccc2c1-c1ccccc1
    4%, 1%
> CCc1cccc(C)c1Nc1c(-c2cccs2)nc2nc(C)cc(C)n12
    -1%, -5%
> COc1cc(C(=O)NCC(c2ccc3c(c2)OCO3)N2CCN(C)CC2)cc(OC)c1OC (stereo unspecified)
    -9%, 5%
> CCOc1ccc(-c2cc(C(=O)NCCc3ccccc3)c3c(-c4ccc(C)cc4)[nH]nc3n2)cc1
    -3%, 7%
> CCN(CC)S(=O)(=O)c1ccc2c(c1)N(CC(=O)NCC(C)c1ccccc1)C(=O)CO2 (stereo unspecified)
    -6%, 2%
> Cc1ccc2occ(-c3cc(-c4ccc(Cl)cc4)nc4c3COc3ccccc3-4)c(=O)c2c1
    -6%, 7%
> CC1CCN(S(=O)(=O)c2ccc3c(ccn3CCC(=O)NCc3ccc(N(C)C)cc3)c2)CC1
    7%, 5%
> CC(C)C1N=C2c3ccccc3N=C(SCC(=O)NCc3ccccc3Cl)N2C1=O (stereo unspecified)
    1%, -15%
> Cc1ccc(C(=O)NCC(=O)OCc2cc(=O)n3ccsc3n2)cc1
    0%, 0%
> CCCCOc1cccc(C(=O)N2CCN(CCc3ccncc3)CC2)c1
    2%, -26%
> Cc1cccc(-c2nc(N3CCN(c4ccc(F)cc4)CC3)c3ccccc3n2)c1
    3%, 4%
> CCOC(=O)c1ccccc1NC(=O)COC(=O)CC(C)(C)CC1=NS(=O)(=O)c2ccccc2N1
    11%, 22%
> Cc1cc(N2CCN(C)CC2)nc2ccc(NC(=O)c3ccc(C(C)(C)C)cc3)cc12
    -9%, 2%
> O=C(Nc1nc2n(n1)C(c1ccccc1)C=C(c1ccccc1)N2)c1ccccc1 (stereo unspecified)
    -6%, 6.3µM*
> CCc1ccc2[nH]cc(S(=O)(=O)c3ccc(C(C)C)cc3)c(=O)c2c1
    1%, -5%
> O=C(NCc1ccccc1F)c1ccc(CSc2nc3cccnc3n2Cc2ccccc2)cc1
    0%, 2%
> COc1ccc(-c2noc(CSc3nnc(-c4ccccc4)n3-c3ccc(F)cc3)n2)c(OC)c1
    2%, 3%
> COc1cc(-c2noc(CCC(=O)Nc3cc(C)ccc3C)n2)cc(OC)c1OC
    0%, 3%
> CCCCC(=O)Nc1ccc2nc(SCC(=O)N3CCc4ccccc43)sc2c1
    5%, 2%
> Cc1nc(SCCOc2ccc(Cl)cc2)[nH]c(=O)c1Cc1ccccc1
    5%, -1%
> CCOC(=O)c1c(NC(=O)c2cc(CC)on2)sc(C)c1C
    -17%, -2%
> Cc1ccc(-c2nnc(Nc3ccc(F)cc3)c3ccccc23)cc1S(=O)(=O)N1CCN(C)CC1
    -1%, 2%
> Cc1oc(-c2ccc(Cl)cc2)nc1CSc1nc2ncccc2[nH]1
    4%, -11%
> CC1CN(C(=O)N2CCC(C(=O)NCCCc3ccccc3)CC2)c2cc(Cl)ccc2O1 (stereo unspecified)
    0%, -11%
> Cc1ccc(-c2nn3c(C)nnc3c3ccccc23)cc1S(=O)(=O)NCC(C)O (stereo unspecified)
    7%, 2%
> COc1ccc(NC(=O)c2noc3c2CCCC3)cc1Cl
    -1%, 10%
> O=C(NCC1CCN(Cc2ccc(F)cc2)CC1)c1cc2ccc3cccnc3c2[nH]1
    -2%, 3%
> OCc1cnc(SCc2cccc(F)c2)n1Cc1ccc(F)cc1
    -12%, 21%
> Cc1ccc(C(=O)Nc2ccc(-c3nc4ccccc4s3)cc2C)cc1C
    3%, -1%
> COc1ccc(C(=O)n2nc(-c3cccnc3)nc2NCc2ccccc2)cc1OC
    2%, 10%
> COc1ccc2c(c1)c(N1CCCC1=O)c(C(=O)Nc1ccccc1C(F)(F)F)n2C
    -7%, 3%
> COc1ccccc1CNC(=O)c1ccc(N2CCCC2)c(NC(=O)NCCC(C)C)c1
    -10%, ?
> Cc1ccc2occ(CC(=O)Nc3c(C(=O)Nc4ccc(Cl)cc4)oc4ccccc34)c2c1
    1%, 3%
> CCN(CC)c1ccc(-c2nc(-c3ccco3)no2)cc1[N+](=O)[O-]
    0%, -9%
> COc1ccc(-n2ncc(C(=O)Nc3ccc4c(c3)OCCO4)c2C2CCN(C(=O)OC(C)(C)C)CC2)cc1
    -7%[15.4 µM], -3%
> O=C(NC1CCN(Cc2ccccc2)CC1)c1ccc(Cn2c(=O)c3ccccc3n(Cc3ccc(F)cc3)c2=O)cc1
    0%, 0%
> Cc1ccc(CNC(=O)c2cnc(N3CCCCC3)c3ccccc23)cc1
    -9%, 3%
> COCCN1Cc2cccc(C(=O)Nc3ccc(C)c(F)c3)c2C1=O
    0%, 13%
> CCN(CC)CCCNC(=O)c1cnc(SC)nc1-c1ccccc1
    -4%, 3%

# The results go on:
# Under each structure – TbPYK inhibitor, Sm TGR block
> COC(=O)c1ccc(CNC(=O)c2nc(Cn3nc(C)c(Br)c3C)no2)cc1
    -1%, 9%
> CC(C)NC(=O)c1ccc(NC(=O)N2CCCCc3ccccc32)cc1
    1%, 0%
> COc1ccc(NC(=O)c2oc3ccccc3c2NC(=O)c2cc3ccccc3o2)cc1
    2%, 4%
> CCOc1ccc(C2=NC(c3cccs3)=Nc3ccc(CC)cc3N2)cc1OCC
    -10%, 0%
> COc1ccccc1CNC(=O)CCc1c(C)nc2c(c(C)nn2-c2ccc(C)c(C)c2)c1C
    0%, 1%
> COc1ccc(C(=O)N2CCC(c3nc4ccccc4o3)CC2)cc1
    -1%, 0%
> COc1cccc(CNC(=O)CCCn2nc(C)c3sc4ccccc4c3c2=O)c1
    -3%, 32%
> COc1ccc(-c2oc3ncn4nc(COc5cccc(C)c5C)nc4c3c2-c2ccc(OC)cc2)cc1
    0%, 8%
> O=C(Nc1ccccc1F)c1oc2ccccc2c1NC(=O)C12CC3CC(CC(C3)C1)C2
    3%, 2%
> Cc1ccc(-n2nc3c(N4CCC(C(=O)NCCC(C)C)CC4)nnc(C)c3c2C)cc1
    2%, -12%

# Next part; it opens with the 3 that closed the last part.
# Under each structure – TbPYK inhibitor, Sm TGR block
> COc1ccc(-c2oc3ncn4nc(COc5cccc(C)c5C)nc4c3c2-c2ccc(OC)cc2)cc1
    0%, 8%
> O=C(Nc1ccccc1F)c1oc2ccccc2c1NC(=O)C12CC3CC(CC(C3)C1)C2
    3%, 2%
> Cc1ccc(-n2nc3c(N4CCC(C(=O)NCCC(C)C)CC4)nnc(C)c3c2C)cc1
    2%, -12%
> Cc1ccccc1NC(=O)Cn1c(=O)n(Cc2ccco2)c(=O)c2cccnc21
    -2%, -16%
> CC(C)Oc1ccc(CNC(=O)c2ccc(NC(=O)c3nsc4ccccc34)cc2)cc1
    -9%, 1%
> Cc1cc(Cl)ccc1NS(=O)(=O)c1c(C(=O)N2CCCCCC2)c(C)n(C)c1C
    3%, -9%
> COc1ccc(C)cc1N(C)C(=O)c1c2c(nc3ccccc13)C(=O)N(C1CCCCC1)C2
    -7%, -1%
> COc1cc(OC)c(C2C=C(c3ccc(C)cc3)Nc3c(C(=O)Nc4ccccc4)cnn32)cc1OC (stereo unspecified)
    -15%, -2%
> CC1=C(C(=O)Nc2ccccc2Br)C2(CCC(C)CC2)OC1=O (stereo unspecified)
    0%, -7%
> COc1cccc(/C=C/c2nc3ccccc3c(=O)n2-c2ccc(C)c(C)c2)c1OC
    0%, 9%
> CC(=O)N1CCc2c(sc(NC(=O)CSc3ccc(C)cc3)c2-c2nc3ccccc3s2)C1
    2%[15.4 µM], 6%
> O=C(CCNS(=O)(=O)c1ccc2c(c1)CCCC(=O)N2)NCc1ccccc1Cl
    8%, 14%
> CCCCc1nn2c(=O)cc(COC(=O)c3cccc(NC(=O)COc4ccccc4)c3)nc2s1
    4%, -10%
> COC(=O)c1cc(NS(=O)(=O)c2ccc3c(c2)OCCO3)ccc1Cl
    2%, 1%
> Cc1ccc(NC(=O)Cn2c(=O)n(-c3ccccc3)c(=O)c3c4c(sc32)CCCC4)cc1
    9%, 5%
> COc1ccc(NC(=O)c2ccco2)cc1NC(=O)COc1ccc(Cl)cc1C
    4%, -4%
> COc1ccc(C2(CNC(=O)C(=O)Nc3ccccc3C)CCCC2)cc1OC
    14%, -3%
> CC(=O)c1cccc(NC(=O)CCc2nc3cccnc3n2Cc2cccs2)c1
    1%, -7%
> Cc1c(C(=O)NCc2ccc(Cl)cc2)sc2nc3n(c(=O)c12)CCCC3
    -8%, ?
> COc1ccc(N2CCN(C(=O)c3ccc4c(c3)N(Cc3ccc(F)cc3)C(=O)c3ccccc3S4=O)CC2)cc1 (stereo unspecified)
    -6%, 5%
> O=C(CSc1ccc2nc(-c3ccccc3)cn2n1)Nc1ccccc1C(F)(F)F
    -8%, -10%
> COc1cccc(CNC(=O)c2cc3ccc4cccnc4c3[nH]2)c1
    -2%, -13%

# A portion of the library. The share of hits here may be higher or lower than overall.
